# Bioassay records (PubChem BioAssay)
# CHX counter: counter-screen for Shiga toxin inhibitors: cycloheximide protein synthesis inhibition; cell reporter, cycloheximide protein synthesis inhibition counterscreen; max response, %; hit rate 12% among 300,000; in the data active = max response mostly above about 13%, no sharp cut-off; inactive = mostly below about 14%; also: read at 38.3 µM for the half of the compounds with a filed dose; 0% is about no effect
# Pf growth 96h: P. falciparum growth inhibition at 96 hour, primary screen for plastid delayed-death inhibitors; Potency, µM (series often up to 28.7 µM), for the others: at the top dose activity change, negative = inhibition, hits mostly inhibitors; hit rate 6.9% among 320,000; P. falciparum luciferase reporter growth, 96 h; AID 504834; also: potency is read from the fitted curve at half-maximal effect; % is scaled to controls: 0 for no effect and ±100 for the full control effect
#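 Delayed-death screen, second-generation endpoint: infected erythrocytes, 2% hematocrit, 0.05% parasitemia final; 96 hours at 37 C, 5% CO2; luciferase detection reagent; luminescence decrease equals reduced growth.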
# Shiga inhibitor: inhibitors of Shiga toxin in Vero cells; inhibition, % at 38.7 µM; hit rate 9.2% among 290,000; Vero cells, Shiga toxin protein synthesis inhibition reporter; in the data active = inhibition mostly above about 28%, no sharp cut-off; inactive = mostly below about 43%; also: 0% is about no effect
# Sm TGR inh: inhibitors of Schistosoma mansoni thioredoxin glutathione reductase; hit rate 3% among 360,000; Potency, µM (doses to about 114 µM), for inactives: at the top dose activity change, negative = inhibition, usual class: inhibitors; purified TGR, DTNB reduction, TNB absorbance 405 nm; Q962Y6; also: potency is read from the fitted curve at half-maximal effect; % is scaled to controls: 0 for no effect and ±100 for the full control effect; nearly all actives have a fitted effect of over 60% in size
#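 Kinetic colorimetric format: TGR-catalysed, NADPH-driven DTNB reduction monitored via TNB absorbance. Enzyme dispensed at 20 nM; compound exposure 15 min at room temperature before reaction start.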
# FBPA Giardia inh: inhibitors of Giardia lamblia fructose-1,6-bisphosphate aldolase | hit rate 0.71% among 290,000 | purified Giardia FBPA | Potency, µM (highest dose often 59.6 µM), for the others: at the top dose activity, negative = inhibition, actives largely listed as inhibitors | A8B2U2; also: potency is read from the fitted curve at half-maximal effect; % is scaled to controls: 0 for no effect and ±100 for the full control effect; nearly all actives have a fitted effect of over 55% in size
# Target sequence (A8B2U2 whole entry, looked up): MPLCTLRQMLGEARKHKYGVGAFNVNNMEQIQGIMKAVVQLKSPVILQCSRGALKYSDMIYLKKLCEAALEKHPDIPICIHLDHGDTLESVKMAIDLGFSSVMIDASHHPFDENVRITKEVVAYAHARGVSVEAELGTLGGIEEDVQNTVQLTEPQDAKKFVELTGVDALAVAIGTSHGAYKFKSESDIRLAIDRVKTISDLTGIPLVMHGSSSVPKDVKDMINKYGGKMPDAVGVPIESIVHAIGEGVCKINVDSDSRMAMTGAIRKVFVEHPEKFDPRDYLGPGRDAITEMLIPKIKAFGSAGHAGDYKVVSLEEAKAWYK
#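 40 nM FBPA preincubated 10 min at RT with compound (up to 57.5 uM final), then substrate plus GAPDH/TPI/NAD/arsenate coupling and diaphorase/resazurin added. Fluorescence read after 20 min at RT, 525/598 nm.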
# Pf growth 48h: P. falciparum growth inhibition at 48 hours (one generation) | P. falciparum luciferase growth in erythrocytes, 48 h | AID 504832 | Potency, µM (doses to about 28.7 µM), inactives show top-dose activity change, negative = inhibition, hits mostly inhibitors | hit rate 5.9% among 310,000; also: potency is read from the fitted curve at half-maximal effect; % is scaled to controls: 0 for no effect and ±100 for the full control effect
#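 A one-generation exposure of luciferase-tagged malaria parasites in RPMI 1640/Albumax erythrocyte culture, 37 C and 5% CO2. Inhibition is inferred from decreased luminescence after adding detection reagent.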
# An asterisk follows results filed as active; ? = inconclusive; / = no result given; & = joins results of further samples; [ ] = dose if it differs, or a comment. Unless noted, calls follow the shape of the dose curve; as a rule, active = well fitted curve in the direction sought with a large enough effect; inconclusive = small, poorly fitted or top-dose-only effect, or another doubt; inactive = no such curve, though single readings can be large; an effect the other way counts as inactive or inconclusive.
SMILES,CHX counter,Pf growth 96h,Shiga inhibitor,Sm TGR inh,FBPA Giardia inh,Pf growth 48h
O=C(NC1CCCC1)c1ccccc1-c1ccccc1,1,-3%,-2,-3%,4%,7%
NS(=O)(=O)c1ccc(NC(=O)CN2CCN(S(=O)(=O)c3ccc(F)cc3)CC2)cc1,-11,-24%,-8,-23%,/,-11%
OCCCCC#Cc1c(-c2ccsc2)sc2ccccc12,-1,?,-6,0%,6%,1%
CCOCCc1nnc(NC(=O)Cc2c(F)cccc2Cl)s1,-2,6%,7,/,1%,-15%
Cc1cccc(N2CCN(Cc3cnc(Cl)s3)CC2C)c1 (stereo unspecified),5,20%,12,-2%,0%,?
CCCn1c(C(C)Nc2nc(-c3ccc(C)cc3)cs2)nc2ccccc21 (stereo unspecified),3,9.3µM*,23,2%,-3%,?
O=C(CNC(=O)c1cccc(N2C(=O)c3ccccc3C2=O)c1)Nc1ccc(F)c(F)c1,/,2%,/,-1%,/,16%
CCOc1ccc(N(CC(=O)NCC2CCCO2)S(=O)(=O)c2ccc(Cl)cc2)cc1 (stereo unspecified),-4,32%[activator],-6,2%,3%,/
COc1ccc(C(=O)C2CCCN(C(=O)COc3ccc(C(C)=O)cc3)C2)cc1F (stereo unspecified),1,12µM*,22,/,1%,-13%
O=C(Nc1ncn[nH]1)c1ccc(Cl)c(S(=O)(=O)Nc2ccc(Cl)cc2)c1,1,-23%,-1,-18%,-10%,0%
Cc1ccc2cc(NC(=O)CC(CC(=O)O)c3ccccc3)ccc2n1 (stereo unspecified),-2,39%[activator],-6,7%,2%,-1%
COc1cccc(N2CCN(C(=O)c3c(C)nn(-c4ccccc4)c3C)CC2)c1,7,9%,13,-4%,1%,-5%
CC(C)(C)c1ccc(C(=O)Nc2ccc(Cl)cc2)cc1,43*,110%[activator],101*,-5%,8%,128%[activator]
CC(C)C(=O)NNc1nc2ccccc2s1,38*,94%[activator],51*,-15%,0%,85%[activator]
C#CCSc1nnc(-c2ccc(OC)cc2)o1,37*,158%[activator],46,-14%,-1%,/
Cc1cccc2cc(=O)[nH]c(C)c12,-4,118%[activator],-12,0%,-6%,6%
O=C(NCC1CCCO1)Nc1cc(Cl)cc(Cl)c1 (stereo unspecified),6,-2%,21,/,-3%,16%
O=C(NCCOc1ccccc1F)Nc1ccc(Br)cc1,42*,0%,46,-5%,0%,?
COc1ccccc1NC(=O)N(Cc1ccc2c(c1)OCO2)Cc1nc2ccccc2c(=O)[nH]1,-8,?,-3,0%,-1%,?
CCCN(Cc1nnc(-c2ccccc2Cl)o1)C(=O)c1ccc(C)c(S(=O)(=O)N2CCOCC2)c1,/,?,/,-19%,/,?
O=C(COC(=O)Cc1cccc(F)c1)NCCc1ccccc1,/,-1%,/,-4%,/,39%[activator]
Cc1ccc(S(=O)(=O)N(C(=O)c2ccncc2)c2ccc(OC(=O)c3ccncc3)cc2)cc1,-5,?,-4,-18%,0%,15%
Cc1ccc(Cl)cc1NC(=O)c1cc(NC(=O)C2CCCCC2C(=O)O)ccc1N1CCOCC1 (stereo unspecified),-3,57%[activator],-3,-19%,14%,2%
Cc1c(NC(=S)N2CCN(c3cccc(Cl)c3)CC2)c(=O)n(-c2ccccc2)n1C,-6,5%,1,/,-1%,-8%
CCOC(=O)C1(CCCc2ccccc2)CCN(C(=O)C2CCCO2)CC1 (stereo unspecified),12,33%[activator],-20,/,5%,?

# An excerpt from above in order of SMILES length, largest number first.
SMILES,CHX counter,Pf growth 96h,Shiga inhibitor,Sm TGR inh,FBPA Giardia inh,Pf growth 48h
CCCN(Cc1nnc(-c2ccccc2Cl)o1)C(=O)c1ccc(C)c(S(=O)(=O)N2CCOCC2)c1,/,?,/,-19%,/,?
Cc1ccc(S(=O)(=O)N(C(=O)c2ccncc2)c2ccc(OC(=O)c3ccncc3)cc2)cc1,-5,?,-4,-18%,0%,15%
NS(=O)(=O)c1ccc(NC(=O)CN2CCN(S(=O)(=O)c3ccc(F)cc3)CC2)cc1,-11,-24%,-8,-23%,/,-11%
O=C(CNC(=O)c1cccc(N2C(=O)c3ccccc3C2=O)c1)Nc1ccc(F)c(F)c1,/,2%,/,-1%,/,16%
CCOc1ccc(N(CC(=O)NCC2CCCO2)S(=O)(=O)c2ccc(Cl)cc2)cc1 (stereo unspecified),-4,32%[activator],-6,2%,3%,/
COc1cccc(N2CCN(C(=O)c3c(C)nn(-c4ccccc4)c3C)CC2)c1,7,9%,13,-4%,1%,-5%
CCCn1c(C(C)Nc2nc(-c3ccc(C)cc3)cs2)nc2ccccc21 (stereo unspecified),3,9.3µM*,23,2%,-3%,?
CCOC(=O)C1(CCCc2ccccc2)CCN(C(=O)C2CCCO2)CC1 (stereo unspecified),12,33%[activator],-20,/,5%,?
Cc1ccc2cc(NC(=O)CC(CC(=O)O)c3ccccc3)ccc2n1 (stereo unspecified),-2,39%[activator],-6,7%,2%,-1%
CC(C)(C)c1ccc(C(=O)Nc2ccc(Cl)cc2)cc1,43*,110%[activator],101*,-5%,8%,128%[activator]
O=C(COC(=O)Cc1cccc(F)c1)NCCc1ccccc1,/,-1%,/,-4%,/,39%[activator]
CCOCCc1nnc(NC(=O)Cc2c(F)cccc2Cl)s1,-2,6%,7,/,1%,-15%
OCCCCC#Cc1c(-c2ccsc2)sc2ccccc12,-1,?,-6,0%,6%,1%
C#CCSc1nnc(-c2ccc(OC)cc2)o1,37*,158%[activator],46,-14%,-1%,/
CC(C)C(=O)NNc1nc2ccccc2s1,38*,94%[activator],51*,-15%,0%,85%[activator]

# Additional compounds
SMILES,CHX counter,Pf growth 96h,Shiga inhibitor,Sm TGR inh,FBPA Giardia inh,Pf growth 48h
CNC(=S)N/N=C(\C)c1ccc(C)c(C)c1,-1,?,49,-9%,-14%,?
O=C(Cn1c(=O)oc2ccccc21)NCc1ccco1,-3,?,-6,-26%,-2%,53%[activator]
CCOC(=O)Cc1csc(NC(=O)Cc2ccccc2)n1,2,5%,-16,4%,-6%,19%
CCNC(=O)C1CCCN1C(=O)C(CCCN=C(N)N)NC(=O)C(CC(C)C)NC(=O)C(Cc1cn(Cc2ccccc2)cn1)NC(=O)C(Cc1ccc(O)cc1)NC(=O)C(CO)NC(=O)C(Cc1c[nH]c2ccccc12)NC(=O)C(Cc1cnc[nH]1)NC(=O)C1CCC(=O)N1 (stereo unspecified),-3,-12%,-8,-13%,10µM*,-50%
CC(C)CC(NC(=O)C1CCC(C)CC1)C(=O)NCc1ccco1 (stereo unspecified),2,-7%,-8,-10%,2%,-5%
CCCn1c(N)cc(=O)n(C)c1=O,1,10%,-8,12%,-4%,6%
O=c1cc(O)nc(SCc2ccccc2)n1-c1ccc(F)cc1,-3,?,-7,-19%,11%,2.9µM*
C[C@]12CC[C@H]3C(CCC4(O)CC(O)CC[C@]34C=O)C1=CC[C@H]2c1ccc(=O)oc1 (stereo partly specified),-9,-23%,-26,-1%,-3%,-11%[0.00184 µM]
COc1ccc(-c2nc(CS(=O)CC(=O)NCCCN3CCOCC3)c(C)o2)cc1OC (stereo unspecified),6,?,0,-11%,/,12%
Cc1cc(NC(=O)c2ccc3c(c2)OCCO3)ccc1NC(=O)c1ccco1,12,-17%,-10,/,-27%,7%
Cc1nnc(NC(=O)c2sc3nc(-c4cccs4)cc(C(F)(F)F)c3c2N)s1,41*,117%[activator],57*,-16%,10%,125%[activator]
CC(=O)c1c(C)[nH]c(C(=O)N2CCN(C(=O)c3ccco3)CC2)c1C,-1,?,-6,-17%,1%,0%
O=C(COC(=O)CCN1C(=O)C2CC=CCC2C1=O)Nc1ccc(Cl)cc1F (stereo unspecified),/,-24%,/,-3%,/,-10%
CC(=O)n1cc([C@@H]2C=C(C(=O)N3CCOCC3)O[C@H](OCc3ccc(CO)cc3)C2)c2ccccc21,-2,?,-10,?,-4%,?
CCOc1ccccc1CNCCc1ccc2c(c1)OCO2,-2,?,-4,?,-16%,-5%
COc1ccc(CC(=O)Nc2cccc(-c3nnc(-c4cccc(C)c4)o3)c2)cc1OC,46*,/,52*,7%,-2%,?
O=c1c2sccc2nc(SCc2ccc([N+](=O)[O-])cc2)n1Cc1ccccn1,26*,-16%,62*,-1%,-2%,5%
CCCCCCNC(=O)c1cccc(-c2ccc(C)c3ccccc23)n1,-3,?,9,6%,1%,?
CCCC(C)NC(=O)c1cc(C(=O)OC)cc([N+](=O)[O-])c1 (stereo unspecified),-3,6%,0,-2%,1%,15%
COc1ccc(-c2cn(CCCOCc3ccccc3)nn2)cc1,16*,?,25*,4%,-10%,?
CCCOC(=O)c1c(NC(=O)CCC(=O)O)sc2c1CCCCC2,9,-15%,22,12%,?,34%[activator]
O=C(CCNC(=O)c1ccc(Br)cc1)NC1CCCc2ccccc21 (stereo unspecified),/,3%,/,-2%,/,?
Cc1ccc(/C=C/C(=O)Nc2sc(C)c(C)c2C(=O)OC(C)C)o1,2,10%,8,?,-3%,-7%
Nc1nonc1-n1nnc(C(=O)N/N=C/c2c[nH]c3ccccc23)c1-c1ccccc1,6,32%[activator],-17,7%,/,4%
Cn1cnnc1SC/C(O)=C(\C#N)c1nc2ccccc2[nH]1,-2,10%,-15,5%,-24%,13%
# New compounds follow
SMILES,CHX counter,Pf growth 96h,Shiga inhibitor,Sm TGR inh,FBPA Giardia inh,Pf growth 48h
COc1cccc(NS(=O)(=O)NC(=O)c2c(C)[nH]c3ccccc23)c1,31*,?,30*,3%,3%,31%[activator]
O=C(C(=O)N1CCOCC1)c1c[nH]c2ccccc12,-1,-9%,-3,/,2%,5%
O=C(N1CCN(c2ccc(F)cc2)CC1)C12CC3CC(CC(C3)C1)C2,1,/,-5,10%,3%,-15%
Cc1ccc2nc(NC(=O)CCCC(=O)O)sc2c1,-3,?,6,3%,10%,-39%[1.15 µM]
CCCCOc1ccccc1C1NC(=O)CCC1[N+](=O)[O-] (stereo unspecified),-1,-21%,-7,0%,?,-7%
Cc1cc2nc(C)n3c4ccccc4nc3n2n1,-4,15%,-32,3%,7%,26%
CN1CCN(C(=O)C2=C[C@@H](c3ccc4c(c3)OCO4)C[C@@H](OCc3ccc(CO)cc3)O2)CC1,-1,-16%,-4,-1%,0%,-12%
O=C(CN1C(=O)S/C(=C\C=C\c2ccccc2)C1=O)Nc1cccc(O)c1,34*,32%[activator],38*,0%,-3%,?
O=C(c1cc(-c2cccs2)on1)N1CCN(c2ccccc2)CC1,13,75%[activator],18,-25%,-3%,58%[activator]
Cc1ccc(N2CC(C(=O)NCCS(=O)(=O)N3CCN(c4ccc(F)cc4)CC3)CC2=O)cc1 (stereo unspecified),-3,?,-2,-16%&9%,4%,4%
CCOc1[nH]n(-c2ccccc2)c(=O)c1C=Nc1ccc(F)cc1F,-1,0%,-10,1%,-2%,-1%
COc1ccc(-c2noc(CCC(=O)Nc3cccc(C)c3)n2)cc1,27*,?,100*,4%,8%,20%
Cc1ccc(CNC(=O)c2ccccc2-n2cnnn2)cc1,-4,1%,-4,9%,5%,0%
COC(=O)c1sc2ncccc2c1OCc1cccc(Cl)c1,-3,0%,-11,9%,-10%,5%
O=C(COC(=O)c1cccc(S(=O)(=O)N2CCc3ccccc32)c1)NC1CCS(=O)(=O)C1 (stereo unspecified),-4,30%,-9,-12%,-1%,/
COc1ccc(C(CC(=O)N2CCN(c3ccccc3)CC2)c2c(OC)cc(OC)c3c(-c4ccccc4)cc(=O)oc23)cc1 (stereo unspecified),10,?,-4,-28%,-2%,?
O=C(CCn1nnc2ccccc2c1=O)N[C@H](C(=O)O)c1ccccc1,-6,3%,-2,-5%,2%,9%
